Screens: PubChem BioAssay, Johns Hopkins Ion Channel Center
TMEM16A act – activators or potentiators of mouse TMEM16A chloride channel. HEK293 TMEM16A/YFP-H148Q/I152L, iodide quench fluorescence; active compounds read low. B-score at 10 µM. 340,000 tested, 0.3% active;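 active = fluorescence-ratio B-score plate-corrected deviation score at least 3 library SD below zero, with starting fluorescence score within 5 deviations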;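 note: channel opened by trigger with iodide after compound preincubation; score built on the fluorescence ratio of max minus min over baseline; more negative score means more quench and so TMEM16A activation or potentiation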
Target sequence (Q8BHY3 whole entry, looked up): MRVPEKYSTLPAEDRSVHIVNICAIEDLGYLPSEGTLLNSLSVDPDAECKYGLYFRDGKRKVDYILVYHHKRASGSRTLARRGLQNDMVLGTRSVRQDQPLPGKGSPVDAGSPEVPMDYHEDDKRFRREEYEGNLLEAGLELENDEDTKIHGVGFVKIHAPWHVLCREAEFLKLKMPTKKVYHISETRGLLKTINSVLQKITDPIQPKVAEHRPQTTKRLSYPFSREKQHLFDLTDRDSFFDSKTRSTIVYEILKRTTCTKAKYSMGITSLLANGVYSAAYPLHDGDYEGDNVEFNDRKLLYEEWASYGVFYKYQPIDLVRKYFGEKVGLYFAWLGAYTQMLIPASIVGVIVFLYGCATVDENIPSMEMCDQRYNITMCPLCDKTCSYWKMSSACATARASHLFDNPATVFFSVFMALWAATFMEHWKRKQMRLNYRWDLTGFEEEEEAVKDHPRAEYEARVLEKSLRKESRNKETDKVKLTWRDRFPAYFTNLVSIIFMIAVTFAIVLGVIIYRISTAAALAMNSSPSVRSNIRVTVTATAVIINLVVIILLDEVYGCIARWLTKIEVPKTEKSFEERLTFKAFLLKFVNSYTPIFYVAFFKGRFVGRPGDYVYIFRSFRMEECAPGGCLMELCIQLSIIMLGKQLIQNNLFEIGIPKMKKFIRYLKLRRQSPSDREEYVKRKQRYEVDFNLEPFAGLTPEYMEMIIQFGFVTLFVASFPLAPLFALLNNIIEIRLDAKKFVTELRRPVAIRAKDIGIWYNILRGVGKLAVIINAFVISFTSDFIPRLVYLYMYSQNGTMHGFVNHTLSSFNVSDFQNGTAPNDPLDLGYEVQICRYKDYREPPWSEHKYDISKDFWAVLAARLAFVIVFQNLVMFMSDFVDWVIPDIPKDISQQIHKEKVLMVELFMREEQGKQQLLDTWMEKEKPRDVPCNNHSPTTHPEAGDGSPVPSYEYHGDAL
Calls only; i = inactive. Some of the compounds tested. The share of hits here may be higher or lower than overall.

SMILES	TMEM16A act
COc1cccc(NC(=O)COC(=O)C2=NN(c3ccccc3)C(=O)CC2)c1	i
CC(C)C(OC(=O)C1=Cc2ccccc2OC1)C(=O)NCC1CCCO1 (centres undefined)	i
Cc1sc2nc(CSCC(=O)N(CCC#N)c3ccccc3F)[nH]c(=O)c2c1C	i
Cc1c(NC(=O)[C@@H](NC(=O)c2ccc(Cl)c([N+](=O)[O-])c2)C(C)C)c(=O)n(-c2ccccc2)n1C	i
Cn1c(=O)c2[nH]c(NN=Cc3ccccc3)nc2n(C)c1=O	i
CCOC(=O)C1=C(COC(=O)CCC(=O)c2ccc(C)cc2)NC(=O)NC1C (centres undefined)	i
COc1ccc(C2c3cc(OC)c(OC)cc3CC3C(=O)OCC32)cc1OC (centres undefined)	i
O=C1C=C(c2ccc3cc[nH]c3c2)C[C@@H](c2ccc3c(c2)OCO3)C1	i
CN(CC(=O)Nc1c(Cl)cccc1Cl)CC(=O)N(C)C1(C#N)CCCCC1	i
CC(=O)N1CCN(S(=O)(=O)c2cccc(C(=O)NNC(=O)COc3ccc(F)cc3)c2)CC1	i
CC(C)C(=O)N[C@H]1CCC2C3CC=C4C[C@@H](O)CC[C@]4(C)C3CC[C@@]21C (some centres undefined)	i
O=C1NC(=O)c2c(Br)c(Br)c(Br)c(Br)c21	i
Cc1ccc(NC(=O)c2ccc(Br)o2)c([N+](=O)[O-])c1	i
CCN(CC(=O)Nc1c(F)cccc1F)C(=O)CCNC(=O)c1ccco1	i
O=C(Cn1ccc(NC(=O)OCc2ccccc2)nc1=O)NCCCN1CCCC1=O	i
Cc1ccc(C(=O)OC(C)C(=O)NC(C)CCc2ccccc2)o1 (centres undefined)	i
O=C(CSc1nnc(C2CC2)n1-c1ccccc1)NC1CCS(=O)(=O)C1 (centres undefined)	i
CCCC(NCC(=O)Nc1cc(S(=O)(=O)N2CCOCC2)ccc1OC)c1ccccc1 (centres undefined)	i
C[C@H](CO)N1C[C@H](C)[C@@H](CN(C)C)Oc2c(NC(=O)c3ccncc3)cccc2C1=O	i
C=C1[C@@H](O)[C@H](CC(C)C)N(Cc2ccccc2Br)S1(=O)=O	i
CCCCCCCC(=O)O	i
c1ccc2c(c1)Oc1ccccc1S2	i
Nc1ncc2[nH]c(N)nc2n1	i
CC(=O)c1cccc(NC(=O)CSc2nnc(-c3ccncc3)o2)c1	i
Nc1ccc2c(c1)C(=O)c1ccc(N)cc1-2	i
Cc1c(C(=O)Nc2nnc(C3CC3)s2)oc2ccccc12	i
CC(C)=C[C@H]1C[C@H](C)[C@H]2CC[C@H](C)c3c(O[C@@H]4OC[C@@H](O)[C@H](O)C4O)c(O)c(C)c1c32 (some centres undefined)	i
CN(CC(=O)Nc1c(Cl)cccc1Cl)C(=O)Cc1ccsc1	i
O=C(c1ccc(Cl)cc1)C1CCN(C(=S)Nc2ccccc2)CC1	i
CC(=Nc1ccccc1)C1=C(O)C(CC(C)C)NC1=O (centres undefined)	i

An excerpt of these results, in CSV form:
Molecule,TMEM16A act
CCCCCCCC(=O)O,i
c1ccc2c(c1)Oc1ccccc1S2,i

More structures.
SMILES	TMEM16A act
CCOc1ccc(S(=O)(=O)NCC(=O)NC2CCCCC2)cc1	i
COc1ccc(NC(=O)COc2ccccc2Cl)cc1S(=O)(=O)N1CCCCC1	i
COc1ccc(CN(C)CC(=O)Nc2cccc(S(=O)(=O)N3CCCC3)c2)cc1F	i
COc1cc(/C=C/C(=O)OCC(=O)NNC(=O)c2cc(Cl)ccc2OC)ccc1O	i
Cc1ccc(S(=O)(=O)NNC(=O)c2cc(C)c(C)cc2N)cc1	i
Cc1cccc(C(=O)NNC(=O)c2ccc3ccccc3c2)c1	i
Cc1noc(C)c1C(=O)NC(Cc1c[nH]c2ccccc12)C(=O)O (centres undefined)	i
CN(C)CC1CCC/C(=C\c2ccc(OC(=O)/C=C/c3ccc(Cl)c(Cl)c3)cc2)C1=O (centres undefined)	i
CCOC(=O)Cc1csc(NC(=O)c2ccc(C)c(S(=O)(=O)N3CCOCC3)c2)n1	i
CC(=O)c1cc2c(cc1NC(=O)Cc1ccsc1)OCO2	i
CCCCC1(c2ccc(F)cc2)NC(=O)N(CC(=O)Nc2ccc(N3CCOCC3)cc2)C1=O (centres undefined)	i
Cc1cc(OCC(=O)NNC(=O)c2cccc(F)c2)ccc1Cl	i
COC(=O)c1nc[nH]c1[N+](=O)[O-]	i
CC(=O)Nc1ccc(SCC(=O)NC(=O)c2ccc(S(=O)(=O)N(C)C)cc2)cc1	i
CC1(NC(=O)/C=C/c2nc3ccccc3s2)CCS(=O)(=O)C1 (centres undefined)	i
c1ccc(-c2ccncn2)cc1	i
COC(=O)C1CCN(C(=O)COc2ccc(N(C)S(=O)(=O)c3ccc(C)cc3)cc2)CC1	i
Oc1ccccc1C=NNC(=S)Nc1ccc(F)cc1	i
Cc1noc(NS(=O)(=O)c2ccc(NC(=O)c3cccc(S(=O)(=O)Nc4ccccc4F)c3)cc2)c1C	i
Cc1cccc(CN2CCN(C(=O)CN(C)C(C)C(=O)Nc3ccc(C(N)=O)cc3)CC2)c1 (centres undefined)	i
COc1ccccc1S(=O)(=O)N1CCN(S(=O)(=O)c2cccs2)CC1	i
CC(=O)c1ccc(OC(=O)C2CSC3(C)CCC(=O)N23)cc1 (centres undefined)	i
Nc1nc(SCc2ccccc2Cl)c2ncn(C3OC(CO)C(O)C3O)c2n1 (centres undefined)	i
O=C(COC(=O)c1ccccc1NCCO)NCC1CCCCC1	i
COc1cccc(CN(C)C(=O)CCC(=O)c2cc(Br)ccc2OC)c1	i
CC(=O)Nc1sc(C)c(C)c1C(=O)OCC(=O)NCc1ccc(Cl)cc1	i
CCC(CO)Oc1cc(NCc2ccccc2C(F)(F)F)c2ncn(C(C)C)c2c1 (centres undefined)	i
CC(=O)c1cccc(OCC(=O)NC2CCCCCC2)c1	i
CC(=O)Nc1ccc(S(=O)(=O)NCCC(=O)OCc2ccccc2F)cc1	i
CN(C(=O)CNc1ccccc1Cl)C1CCS(=O)(=O)C1 (centres undefined)	i
CN(CC(=O)Nc1ccccc1Cl)C(=O)c1ccc(N2C(=O)CCC2=O)cc1	i
COc1cc(NC(=O)c2cc(=O)[nH]c3ccc(S(=O)(=O)N4CCOCC4)cc23)cc(OC)c1	i
Cc1nn(CC(=O)OCC(=O)c2ccc(OC(F)F)cc2)c(C)c1[N+](=O)[O-]	i
CCC1(CC)C(=O)NC(=S)N=C1N	i
CC(C)(C)C(C(=O)n1cccc1C#N)c1ccccc1 (centres undefined)	i
C[C@@H]1CN([C@@H](C)CO)C(=O)Cc2cc(NC(=O)Nc3ccc(F)cc3)ccc2O[C@@H]1CN(C)Cc1ccc(Cl)c(Cl)c1	i
O=C(c1cccc(NS(=O)(=O)c2ccc(F)c(F)c2)c1)N1CCCCC1	i
CCOC(=O)C(Cc1cc(N)c(Oc2ccc(OC)cc2)c(N)c1)NC(C)=O (centres undefined)	i
COc1ccc(CN(C)S(=O)(=O)c2c(C)noc2C)cc1OC	i
CN(C)CC1C2CCC(C2)C1O (centres undefined)	i
CCc1cccc2c(C(=O)CN3C(=O)NC4(CCCCC4)C3=O)c[nH]c12	i
COC(=O)c1cc(CNC(=O)C2CC(=O)N(c3ccc4c(c3)OCCO4)C2)ccc1OC (centres undefined)	i
O=C(COc1ccc(-c2ccccc2)cc1)Nc1cccnc1	i
COc1ccc(C(=O)OCC(=O)c2ccc[nH]2)c(OC)c1	i
CC(=O)c1cccc(OCC(=O)N(Cc2ccco2)c2c(N)n(Cc3ccccc3)c(=O)[nH]c2=O)c1	i
COCCN(C(=O)c1cc(-c2ccc(F)cc2)nc2ccccc12)c1c(N)n(CC(C)C)c(=O)[nH]c1=O	i
CC(C)CN(C(=O)COC(=O)c1cc2ccccc2cc1O)c1c(N)n(Cc2ccccc2)c(=O)[nH]c1=O	i
COc1ccc(Nc2nnc(SCC(=O)NC3CCS(=O)(=O)C3)s2)cc1 (centres undefined)	i
O=C(COC(=O)/C=C/c1cccc(C(F)(F)F)c1)Nc1ccc(Cl)cn1	i
CC(=O)c1ccccc1NC(=O)C1CCCN(C(=O)c2ccc(Cl)cc2)C1 (centres undefined)	i
CC1CCC2(CC1)NC(=O)N(CC(=O)Nc1cccc(S(=O)(=O)N3CCCC3)c1)C2=O (centres undefined)	i
O=C(NNC(=O)c1ccc(Br)o1)c1csc(N2CCOCC2)n1	i
O=C(COC(=O)CNC(=O)C1CCCCC1)Nc1ccc(Br)cc1Br	i
COc1ccc(CCNC(=O)c2cc(-c3ccccn3)nc3ccccc23)cc1	i
CC(C)c1ccc(C(=O)CN2C(=O)NC3(CCc4ccccc43)C2=O)cc1 (centres undefined)	i
O=C1CCc2cc(S(=O)(=O)Nc3ccc(F)cc3)ccc2N1	i
COc1cc2nc(=S)n(CCCN3CCOCC3)c(N)c2cc1OC	i
CCOc1cc2c(cc1OCC)CN(C(=O)c1cccc(S(=O)(=O)N3CCCC3)c1)CC2	i
O=C1OC=NC1=Cc1ccccc1	i
CCN(CC)S(=O)(=O)c1ccc(N2CCOCC2)c(NC(=O)c2nn(C)c(=O)c3ccccc23)c1	i

Next compounds.
SMILES	TMEM16A act
Nc1nc(SCCO)[nH]c(=O)c1NC(=O)c1ccco1	i
Cc1ccc(Cl)cc1N1CCN(C(=O)c2ccccc2SCC(=O)N2CCCC2)CC1	i
CC(C)(C)[C@H]1COC(=O)[C@H](NC(=O)OCC2c3ccccc3-c3ccccc32)C/C=C\C[C@@H](CC(=O)N[C@@H](CO)Cc2ccccc2)C(=O)N1	i
O=C(COC(=O)CC1CCCC1)Nc1cccc(F)c1	i
Cc1ccsc1C(=O)OCC(=O)c1ccc[nH]1	i
COc1cc(/C=C/c2ccccc2)cc(OC)c1	i
O=C(CSc1nnc(C2CC2)n1C1CC1)c1ccc(F)c(F)c1	i
N#C/C(=C/C1=C(N2CCOCC2)C(=C/c2ccccc2)/CC1)C(=O)Nc1ccccc1F	i
N#Cc1ccc(Cl)cc1NC(=O)CSc1cccc[n+]1[O-]	i
Cc1ccccc1NC(=O)COC(=O)C1CC2CCCC(C1)C2=O (centres undefined)	i
CSc1ncccc1C(=O)Nc1ccc(S(=O)(=O)N2CCCC2)cc1	i
Cc1nc(SCC(=O)N2CCOCC2)c2c(=O)n(C)c(=O)n(CC(C)C)c2n1	i
N#CC1(NC(=O)COc2ccc(C(N)=O)cc2)CCCC1	i
CC1=C(/C=C/C(C)=C/C=C/C(C)=C/C(=O)Nc2ccc(O)cc2)C(C)(C)CCC1	i
CCN(CC)C(=O)c1ncn(Cc2ccccc2)c1C(=O)N(CC)CC	i
CCN(CC(=O)Nc1ccc(NC(C)=O)cc1)C(=O)c1ccc2c(c1)OCO2	i
COc1ccc(C(=O)Nc2cc(S(=O)(=O)N3CCCCC3)ccc2OC)cc1	i
COc1ccc(S(=O)(=O)Nc2ccc(-n3cnnn3)cc2)cc1[N+](=O)[O-]	i
COc1cc(-c2nnc(SCC(=O)Nc3ccc(C(=O)O)cc3)o2)cc(OC)c1OC	i
O=C1CC(c2ccccc2)=NN1c1ccccc1	i
CCOc1ccccc1NC(=O)COC(=O)C12CC3CC(CC(O)(C3)C1)C2	i
O=C(NC1CCC(Oc2ccc(C(=O)O)cc2)CC1)NC12CC3CC(CC(C3)C1)C2 (centres undefined)	i
CCN(CC)CCNC(=O)c1nn(-c2ccc(Cl)cc2)c2c1CCc1cc(OC)ccc1-2	i
Fc1ccc2cc(CCO[C@H]3CCCCO3)ncc2c1	i
N#Cc1ccccc1OCC(=O)OCC(=O)NC1CCCC1	i
CC(Oc1ccc(Cl)cc1)C(=O)N1CCN(C(=O)c2ccco2)CC1 (centres undefined)	i
C[C@H](CO)N1C[C@H](C)[C@@H](CN(C)C(=O)Nc2ccc3c(c2)OCO3)Oc2ccc(NC(=O)Cc3ccccc3)cc2C1=O	i
COc1cc2[nH]c(=S)nc(NCc3ccccn3)c2cc1OC	i
CC(C)CN(C(=O)CSc1ncnc2ccccc12)C1CCS(=O)(=O)C1 (centres undefined)	i
CC1CC(C)CN(C(=O)CN2C(=O)NC(c3ccccc3)(c3ccccc3)C2=O)C1 (centres undefined)	i

An excerpt from above in order of SMILES length, falling:
SMILES	TMEM16A act
C[C@H](CO)N1C[C@H](C)[C@@H](CN(C)C(=O)Nc2ccc3c(c2)OCO3)Oc2ccc(NC(=O)Cc3ccccc3)cc2C1=O	i
CC1=C(/C=C/C(C)=C/C=C/C(C)=C/C(=O)Nc2ccc(O)cc2)C(C)(C)CCC1	i
O=C(NC1CCC(Oc2ccc(C(=O)O)cc2)CC1)NC12CC3CC(CC(C3)C1)C2 (centres undefined)	i
CC1CC(C)CN(C(=O)CN2C(=O)NC(c3ccccc3)(c3ccccc3)C2=O)C1 (centres undefined)	i
COc1ccc(S(=O)(=O)Nc2ccc(-n3cnnn3)cc2)cc1[N+](=O)[O-]	i
CCN(CC(=O)Nc1ccc(NC(C)=O)cc1)C(=O)c1ccc2c(c1)OCO2	i
COc1ccc(C(=O)Nc2cc(S(=O)(=O)N3CCCCC3)ccc2OC)cc1	i
CC(C)CN(C(=O)CSc1ncnc2ccccc12)C1CCS(=O)(=O)C1 (centres undefined)	i
CC(Oc1ccc(Cl)cc1)C(=O)N1CCN(C(=O)c2ccco2)CC1 (centres undefined)	i
CCN(CC)C(=O)c1ncn(Cc2ccccc2)c1C(=O)N(CC)CC	i
COc1cc2[nH]c(=S)nc(NCc3ccccn3)c2cc1OC	i
N#CC1(NC(=O)COc2ccc(C(N)=O)cc2)CCCC1	i
N#Cc1ccccc1OCC(=O)OCC(=O)NC1CCCC1	i
Fc1ccc2cc(CCO[C@H]3CCCCO3)ncc2c1	i
O=C1CC(c2ccccc2)=NN1c1ccccc1	i

Later entries
SMILES	TMEM16A act
CCOC(=O)C1=C(C)Nc2ccccc2N/C1=N\S(=O)(=O)c1cc(C(=O)O)ccc1Cl	i
CCOc1ccc(NC(=O)COC(=O)c2ccc3c(c2)OCO3)cc1	i
CSc1ncccc1C(=O)OCC(=O)N1CC(=O)Nc2ccccc21	i
CC(C)NC(=O)N(C)C[C@@H]1Oc2ccc(NC(=O)CCN3CCOCC3)cc2CC(=O)N([C@@H](C)CO)C[C@@H]1C	i
O=C(Nc1cc(S(=O)(=O)Nc2ccccc2F)ccc1Cl)c1ccc(F)cc1F	i
COC(=O)c1cc(S(=O)(=O)N2CCOCC2)c(N2CCOCC2)cc1N1CCOCC1	i
O=C(CSc1nnc(C2CC2)n1-c1ccccc1)N1CCCC1	i
